# Source: PubChem BioAssay (National Center for Advancing Translational Sciences (NCATS))
# MmCpn inh: M. maripaludis TRiC chaperonin inhibition. purified Mm-Cpn ATPase, ADP Transcreener TR-FRET. Potency, µM (doses to about 76.9 µM), without a hit: top-dose activity, negative = inhibition, most hits filed as inhibitors. actives 0.031% (n = 330,000). AID 504842; also: potency is read from the fitted curve at half-maximal effect; % is scaled to controls: 0 for no effect and ±100 for the full control effect; nearly all actives have a fitted effect of over 80% in size
#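 25 nM Mm-CPN + cpd, 10 min 37°C; + 10 uM ATP, 30 min 37°C; buffer 30 mM Tris pH 7.4, 100 mM KCl, 5 mM MgCl2, 1 mM DTT; Transcreener ADP HTRF detection 30 min RT.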
# Nrf2 block: Nrf2 pathway inhibition. A549 ARE-Fluc reporter, luciferase luminescence, 18-24 h. Potency, µM (titrated, usually from 46 µM), without a hit: at the top dose activity change, negative = inhibition, most hits filed as inhibitors. actives 2.1% (n = 360,000). AID 504444; also: potency is read from the fitted curve at half-maximal effect; % is scaled to controls: 0 for no effect and ±100 for the full control effect; nearly all actives have a fitted effect of over 60% in size
#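 Nrf2 function is reported as luminescence of an ARE-controlled luciferase in A549 cells. Compounds were tested at several concentrations, and a CellTiter-Fluor read on the same wells flagged cytotoxicity.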
# TGFb SMAD3 inh: blocks TGF-b signaling; Potency, µM (highest dose often 46.1 µM), for inactives: at the top dose activity, negative = inhibition, most hits filed as inhibitors; AID 588855; actives 1.2% (n = 410,000); HepG2 CAGA-GFP TGF-b/SMAD3 reporter, GFP fluorescence, 18 h; TGF-beta stimulated, 500 pg/mL final; also: potency is read from the fitted curve at half-maximal effect; % is scaled to controls: 0 for no effect and ±100 for the full control effect; nearly all actives have a fitted effect of over 65% in size
#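 Smad-responsive CAGA-GFP expression was quantified in HEPG2 cells exposed to compounds and 500 pg/mL final TGF-beta for 18 h at 37 degrees C; unstimulated wells defined full inhibition.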
# Nrf2 ARE act: Nrf2 pathway activation. AREc32 ARE-luciferase reporter (MCF7-derived line), luminescence, 24 h. actives 0.31% (n = 410,000). Potency, µM (titrated, usually from 46.1 µM), for the others: at the top dose activation, hits mostly activators; also: potency is read from the fitted curve at half-maximal effect; % of control where 0% means no effect; nearly all actives have a fitted effect of over 65% in size
#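 Nrf2 activation is followed as ARE-luciferase induction in the AREc32 line after one day of compound treatment; luminescence is read with Steady-Glo.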
# A549 viability: A549 cytotoxicity, counter-screen for Nrf2 inhibitors | A549 ARE-Fluc cells, CellTiter-Fluor viability, 18-24 h | Potency, µM (top dose mostly 46 µM), for the others: top-dose activity change, negative = cytotoxicity, most hits filed as inhibitors | actives 0.16% (n = 390,000) | AID 504648; also: potency is read from the fitted curve at half-maximal effect; % is scaled to controls: 0 for no effect and ±100 for the full control effect
#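 A549 ARE_Fluc cells in 5% FBS OPTI-MEM were exposed to compounds in concentration-response for 18-24 h at 37 deg C. Viability was read by CellTiter-Fluor fluorescence (Ex 405/Em 525) after 30 min, before the luciferase read.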
# S2 tox: cell viability loss in ATXN counter-screen; S2 cells (HEK-293 line with an ATXN2-luciferase reporter) viability, CellTiter-Fluor protease fluorescence, 24 h; Potency, µM (titrated, usually from 56.7 µM), usual class: cytotoxic; actives 0.49% (n = 400,000); AID 651635; also: potency is read from the fitted curve at half-maximal effect; nearly all actives have a fitted effect of over 40% in size
# CCT chaperon mod: changes cytosolic chaperonin activity. purified chaperonin ATPase assay, HTRF ADP detection, 30 min. activity change, % (concentration not given with the values), hits read low. actives 0.3% (n = 360,000); in the data active = activity change below about -30%; also: % is scaled to controls: 0 for no effect and ±100 for the full control effect
#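 We incubate TRiC, 40 or 20 nM final, with library compounds at 76 uM and 10 uM ATP for 30 min at 37 °C. ADP formed is detected with Transcreener HTRF reagents after 30 min at room temperature.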
# HepG2 tox: HepG2 cytotoxicity, counter-screen for TGF-b inhibitors; HepG2 CAGA-GFP viability, ATP luminescence, 18 h; actives 0.76% (n = 410,000); Potency, µM (highest dose often 46.1 µM), without a hit: top-dose activity change, negative = cytotoxicity, most hits filed as cytotoxic; also: potency is read from the fitted curve at half-maximal effect; some results filed as inactive show a strong effect at the top dose
#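 HepG2 CAGA-GFP cells (1000/well, DMEM with 1% FBS) received compound, then TGF-beta at 500 pg/mL final, and were incubated 18 hours at 37 degrees C. Viability was read by CellTiter-Glo luminescence. Media-only wells were set as complete cell-killing and DMSO as no toxicity.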
# Akt phos inh: inhibitors of Akt phosphorylation; Neuro2A IGF-stimulated pAkt S473 HTRF, 20 min; stronger effect = lower value; actives 0.32% (n = 360,000); AID 651550; activity change, % for hits at 50 µM; in the data active = activity change below about -80%; inconclusive = mostly about -51% to -80%; also: % is scaled to controls: 0 for no effect and ±100 for the full control effect
#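 Neuro2A cells in DMEM with 0.5% FBS, overnight at 37 deg C, given compound at single 50 µM final, then IGF (6 nM final) for 20 min at 37 deg C. Lysed; phospho-Akt Ser473 by HTRF after 24 h, 665/615 ratio.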
# Numbers without * were called inactive; i = inactive; ? = inconclusive; . = not tested or not shown; [ ] = remark or other dose. Unless noted, calls follow the shape of the dose curve; as a rule, active = well fitted curve in the direction sought with a large enough effect; inconclusive = small, poorly fitted or top-dose-only effect, or another doubt; inactive = no such curve, though single readings can be large; an effect the other way counts as inactive or inconclusive. Hits appear at their usual frequency (roughly 4.4% active in at least one column).
entry	mol	HepG2 tox	Nrf2 block	Akt phos inh	S2 tox	Nrf2 ARE act
1	c1ccc(Cn2nnc3c(NCc4ccc5c(c4)OCO5)nc(C4CC4)nc32)cc1	-14%	-5%	i	?	0.1%
2	O=C(NNc1cccc(Cl)n1)Nc1ccccc1Cl	8%	-19%	i	i	-0.1%
3	O=C(Cc1ccccc1)NCC(=O)N1CCC1	-8%	10%	i	i	-0.1%
4	COc1ccccc1CC(=O)N1CCN(c2ccccc2)CC1	-3%	-24%	i	i	-0.2%
5	CCOCCn1ccc2c(OCC(=O)NCc3ccc(F)cc3)cccc2c1=O	1%	.	.	i	0.3%
6	COc1ccc(Cl)cc1N1C(=O)C2CCCN2C1c1cccc(F)c1 (stereo not drawn)	-40%	7%	i	i	4.4%
7	CN(C)C(=O)c1cc(C(=O)c2ccccc2F)c[nH]1	-16%	7%	i	i	2.8%
8	O=S1(=O)CC(N2CCN(Cc3ccccc3F)CC2)CN1Cc1cn(Cc2ccc(C(F)(F)F)cc2)nn1 (stereo not drawn)	.	.	i	?	0.2%
9	Clc1cccc(CSc2ncnc3c2ncn3C2CCCCO2)c1 (stereo not drawn)	2%	?	i	i	3.4%
10	CC(=O)Nc1cccc(NC(=O)/C=C/c2ccc(S(=O)(=O)N3CCOCC3)cc2)c1	-14%	?	i	i	2.7%
11	CCCCNC(=S)NNC(=O)c1csc(CC)c1	-19%	-10%	i	i	0.6%
12	COc1ccc(-n2c(Cc3cccn3C)nnc2SCC(=O)Nc2nccs2)cc1	-17%	-11%	i	i	-0.1%

entry	A549 viability	TGFb SMAD3 inh	MmCpn inh	CCT chaperon mod
1	14%	?	-1%	-2.2
2	-17%	-10%	2%	-0.9
3	1%	-11%	1%	-2.1
4	15%	-4%	-3%	-1.9
5	1%	-10%	.	.
6	-9%	7%	-4%	-0.5
7	8%	0%	1%	-0.9
8	.	.	.	1.7
9	-2%	-6%	.	-0.8
10	-18%	-13%	0%	1.1
11	-5%	-7%	0%	-0.2
12	8%	7%	0%	-1.7

# Brought forward from above: 6 entries, followed by the next part.
entry	mol	HepG2 tox	Nrf2 block	Akt phos inh	S2 tox	Nrf2 ARE act
7	CN(C)C(=O)c1cc(C(=O)c2ccccc2F)c[nH]1	-16%	7%	i	i	2.8%
8	O=S1(=O)CC(N2CCN(Cc3ccccc3F)CC2)CN1Cc1cn(Cc2ccc(C(F)(F)F)cc2)nn1 (stereo not drawn)	.	.	i	?	0.2%
9	Clc1cccc(CSc2ncnc3c2ncn3C2CCCCO2)c1 (stereo not drawn)	2%	?	i	i	3.4%
10	CC(=O)Nc1cccc(NC(=O)/C=C/c2ccc(S(=O)(=O)N3CCOCC3)cc2)c1	-14%	?	i	i	2.7%
11	CCCCNC(=S)NNC(=O)c1csc(CC)c1	-19%	-10%	i	i	0.6%
12	COc1ccc(-n2c(Cc3cccn3C)nnc2SCC(=O)Nc2nccs2)cc1	-17%	-11%	i	i	-0.1%
13	O=S(=O)(CCN1CCN(c2ccccc2O)CC1)c1ccc(Cl)cc1	3%	.	i	i	21%
14	CC1(C(=O)NS(=O)(=O)c2ccccc2)CCN1C(=O)CCc1ccc(Cl)cc1Cl (stereo not drawn)	-14%	.	i	i	0.5%
15	COc1cc(C(=O)NC(c2ccc(Cl)cc2)c2cc(Cl)c3cccnc3c2O)cc(OC)c1OC (stereo not drawn)	-17%	.	.	?	5.4%
16	C=CCNCc1cccn1-c1ccccc1	-3%	-5%	i	i	0.2%
17	O=C(Nc1ccc(F)cc1)c1cccc(N2CCCS2(=O)=O)c1	-26%	?	.	.	8.1%
18	Cc1ccc(N(Cc2cc3ccc(C)cc3[nH]c2=O)S(C)(=O)=O)c(C)c1	5%	4%	i	i	0.1%
19	CCOc1ccc(NC(=O)CN2CC(c3ccccc3)CC2=O)cc1 (stereo not drawn)	-1%	12%	i	i	0.4%
20	O=S(=O)(c1ccccc1Br)N(Cc1ccccc1)CC(O)COCc1ccccc1 (stereo not drawn)	-72%	7%	i	?	4.6%
21	CC(=O)C1=C(O)C(=O)N(CCCn2ccnc2)C1c1ccc(C)cc1 (stereo not drawn)	0%	12%	i	i	0.0%
22	O=C(CCCn1c(=S)[nH]c2ccc(Br)cc2c1=O)NCC1CCCO1 (stereo not drawn)	1%	-23%	i	i	-0.7%
23	Cc1cccc(NC(=O)N2CCC(n3c(C)nc4cccnc43)CC2)c1	10%	.	.	i	9.4%
24	c1c2c(cc3sc(N4CCOCC4)nc13)OCCO2	-58%	?	i	i	-2.2%

entry	A549 viability	TGFb SMAD3 inh	MmCpn inh	CCT chaperon mod
7	8%	0%	1%	-0.9
8	.	.	.	1.7
9	-2%	-6%	.	-0.8
10	-18%	-13%	0%	1.1
11	-5%	-7%	0%	-0.2
12	8%	7%	0%	-1.7
13	.	6%	.	-1.3
14	.	3%	.	0.3
15	?	-8%	.	.
16	2%[1.84 µM]	-8%	0%	-1.3
17	1%	?	.	.
18	-2%	-1%	0%	-0.4
19	10%	12%	-1%	-0.6
20	9%	?	3%	-0.5
21	-2%	-7%	-1%	-3.1
22	.	-9%	-1%	1.8
23	-2%	-8%	.	.
24	-5%	0%	3%	-0.9
